AMA1 RON2 block: AMA1-RON2 (P. falciparum) interaction inhibition | AlphaScreen AMA1-biotinylated RON2 peptide binding | Potency, µM (titrated, usually from 58.2 µM), for the others: at the top dose activity change, negative = inhibition, actives largely listed as inhibitors | actives 0.2% (n = 360,000) | AID 720542; active = well fitted inhibition curve with a large enough effect; inconclusive = small, poorly fitted or top-dose-only effect; inactive = no such curve, though single readings can be large or run the other way;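 also: potency is read from the fitted curve at half-maximal effect; 0% = vehicle wells and -100% = peptide control; nearly all actives have a fitted effect of over 45% in size; some results filed as inactive show a strong effect at the top dose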
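AMA1 (3D7) with his tag at 25 nM final met compounds first, then biotinylated RON2 peptide at 25 nM; detection used donor plus acceptor beads, 10 µg/mL apiece, read by AlphaScreen after 30 min at room temperature.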
HCMV antiviral: blocks human cytomegalovirus replication; HFF cells, HCMV-luciferase reporter, 72 h; hits give low values; actives 4.5% (n = 410,000); activity change, negative = inhibition, % at 57.5 µM; in the data active = activity change below about -60%; inconclusive = no clear call, values can overlap the other calls; inactive = above about -39%
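Steps: HFFs plated, 16 h 37C; compounds added; HCMV-luciferase added to MOI 1 PFU/cell; 72 h 37C; OneGlo reagent, 5 min room temperature; luminescence read, normalized to controls.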
The depositor's hits bear a star; [ ] = dose if it differs, or a comment. Unless noted, % is scaled to controls: 0 for no effect and ±100 for the full control effect. These rows are one share of the data; count on the stated rates, not on these rows.

CC(=O)Nc1cncc(-c2cccc(C(=O)NC3CC3)c2)n1 was read as AMA1 RON2 block 6% and HCMV antiviral -26.
Screening CCc1nc2ccc(C(=O)Nc3cc(-c4ccccc4)ccc3OC)cn2c1N(C)CCCc1ccccc1 returned AMA1 RON2 block 7% and HCMV antiviral 30.
`COC(=O)C1=C(C(=O)OC)[C@@H]2N(C)c3ccccc3[C@@]23C[C@@H](CO)N(C(=O)c2cccs2)C3=N1` gave AMA1 RON2 block -1% and HCMV antiviral 12.
O=C(Nc1nnc([C@H]2C[C@H](O)[C@@H](CO)O2)s1)Nc1ccccc1F was read as AMA1 RON2 block 2% and HCMV antiviral 6.
O=C(CSc1ncn[nH]1)Nc1nc2c(F)c(F)c(F)cc2s1 was read as AMA1 RON2 block 84%[activator] and HCMV antiviral 23.
`C=CC[C@@H](CC(=O)N[C@H](CO)Cc1ccccc1)C(=O)N[C@H](COC(=O)[C@H](CC=C)CC(=O)OC(C)(C)C)Cc1c[nH]c2ccccc12` gave AMA1 RON2 block -3% and HCMV antiviral 7.
For CCC(=O)N(C)C[C@@H]1Oc2ncc(Br)cc2C(=O)N([C@H](C)CO)C[C@H]1C the results were AMA1 RON2 block 6% and HCMV antiviral 23.
CC(C)(C)CNC(=O)C1(C)CCN1C(=O)Cc1ccc(C(C)(C)C)cc1 (stereo not given) was read as AMA1 RON2 block 11% and HCMV antiviral 20.
Screening CCCCNC(=O)Cn1nnc(-c2ccccc2)c1COc1ccc(C(C)=O)cc1 returned AMA1 RON2 block 1% and HCMV antiviral 33.
Screening COCCCn1cc(CN2CC(N3CCN(Cc4ccccc4F)CC3)CS2(=O)=O)nn1 (stereo not given) returned AMA1 RON2 block 3% and HCMV antiviral 11.

Gathered by group: the entries above with fluorine.
O=C(Nc1nnc([C@H]2C[C@H](O)[C@@H](CO)O2)s1)Nc1ccccc1F was read as AMA1 RON2 block 2% and HCMV antiviral 6.
O=C(CSc1ncn[nH]1)Nc1nc2c(F)c(F)c(F)cc2s1 was read as AMA1 RON2 block 84%[activator] and HCMV antiviral 23.
Screening COCCCn1cc(CN2CC(N3CCN(Cc4ccccc4F)CC3)CS2(=O)=O)nn1 (stereo not given) returned AMA1 RON2 block 3% and HCMV antiviral 11.

The main list resumes with the 2 entries that preceded the break.
Screening CCCCNC(=O)Cn1nnc(-c2ccccc2)c1COc1ccc(C(C)=O)cc1 returned AMA1 RON2 block 1% and HCMV antiviral 33.
Screening COCCCn1cc(CN2CC(N3CCN(Cc4ccccc4F)CC3)CS2(=O)=O)nn1 (stereo not given) returned AMA1 RON2 block 3% and HCMV antiviral 11.
`COc1ccc(OC)c(NC(=O)Nc2nc(CN)cs2)c1` gave AMA1 RON2 block 44%[activator] and HCMV antiviral 34.
Screening COc1ccc2c(c1)CCC(=O)[C@H](O)C[C@H](c1ccccc1)OC2=O returned AMA1 RON2 block -10% and HCMV antiviral 11.
`CCCCCCN1C[C@@H](O)[C@H](n2cc(C3CC3)nn2)C[C@@H]1c1ccccc1` gave AMA1 RON2 block 17% and HCMV antiviral 2.
For CN1CC(c2ccccc2)Oc2ccccc2C1=S (stereo not given) the results were AMA1 RON2 block 0% and HCMV antiviral -7.
COc1ccc(-n2nnnc2C(c2ccccc2OC(F)(F)F)N2CCC(n3c(=O)[nH]c4ccccc43)CC2)cc1 (stereo not given) was read as AMA1 RON2 block -1% and HCMV antiviral inconclusive.
Cc1ccc(S(=O)(=O)n2cccc2/C=C/[N+](=O)[O-])cc1 was read as AMA1 RON2 block inconclusive and HCMV antiviral -98*.
Cc1ccc(S(=O)(=O)n2oc(=O)c(C3CCCCC3)c2N)cc1 was read as AMA1 RON2 block -5% and HCMV antiviral 3.
Cc1cccc(C)c1Nc1cn[nH]c1 was read as AMA1 RON2 block 19% and HCMV antiviral -10.
O=C(O)c1cc2cc(S(=O)(=O)O)ccc2cc1O was read as AMA1 RON2 block -2% and HCMV antiviral -26.
Screening Cc1ccc(NC(=O)CN(C)C(=O)C2CCC2)cc1 returned AMA1 RON2 block 6% and HCMV antiviral -2.
O=C1CNC(=O)c2cc(Cl)ccc2N1 was read as AMA1 RON2 block -1% and HCMV antiviral -25.
`COc1ccc(Cn2c(C)nc3c(c2=O)c2nc4ccccc4nc2n3Cc2ccco2)cc1` gave AMA1 RON2 block -18% and HCMV antiviral -35.
Screening CCCS(=O)(=O)NC(=O)C1(C)CCCN(C(=O)c2ccccc2C(F)(F)F)C1 (stereo not given) returned AMA1 RON2 block -6% and HCMV antiviral 5.
Screening Cc1cc2nc(-c3cccc(Cl)c3)c(Cc3cccc(Cl)c3)n2c(C)c1Br returned AMA1 RON2 block -3% and HCMV antiviral 5.
For CCc1nc2ccc(C(=O)NCCOc3ccc(OC)cc3)cn2c1N(C)C(=O)C1CCCCC1 the results were AMA1 RON2 block -3% and HCMV antiviral 5.
COc1ccc(C(=NN)c2ccc(OC)cc2)cc1 was read as AMA1 RON2 block -16% and HCMV antiviral 124.
`Cc1nc(N)ncc1CCC1OCCO1` gave AMA1 RON2 block -3% and HCMV antiviral -21.
Nc1c(C(=O)Nc2ccccc2)sc2nc(N3CCOCC3)c3c(c12)CCCC3 was read as AMA1 RON2 block 20% and HCMV antiviral -12.
Clc1cccc(CNc2ccn3nc(-c4cccc(OCc5ccccc5)c4)cc3n2)c1 was read as AMA1 RON2 block 3% and HCMV antiviral -13.
`COc1ccc2nc3n(c(=O)c2c1)-c1ncccc1C(=O)NC3CC(C)C` (stereo not given) gave AMA1 RON2 block -7% and HCMV antiviral -13.
CC12C=CC(=O)C=C1CCC1C2CCC2(C)C(C(=O)CO)CCC12 (stereo not given) was read as AMA1 RON2 block inconclusive and HCMV antiviral -2.
For O=S(=O)(c1ccc(SCc2c(F)cccc2Cl)nc1)N1CCCC1 the results were AMA1 RON2 block -7% and HCMV antiviral -21.
CCOC(=O)C1=C[C@@H](C(C)(C)C)N(S(=O)(=O)c2ccc(C)cc2)[C@H]1c1ccc(Cl)c(Cl)c1 was read as AMA1 RON2 block -3% and HCMV antiviral -88*.
C[C@H](O)[C@@H]1C(=O)N2CCc3c([nH]c4ccccc34)[C@@H]2C[C@@H]1N(C)C(=O)c1ccco1 was read as AMA1 RON2 block 13% and HCMV antiviral 23.
Screening Cc1ccc(C(O)c2ncc(-c3ccc4ccccc4c3)[nH]2)c(C)c1 (stereo not given) returned AMA1 RON2 block -2% and HCMV antiviral 7.
`Cc1ccc(S(=O)(=O)NC(=O)C2(C)CCN2C(=O)Cc2ccc(-c3ccccc3)cc2)nc1` (stereo not given) gave AMA1 RON2 block 87%[activator] and HCMV antiviral -24.
Screening O=C(Nc1ccc(NC(=S)NC(=O)C(c2ccccc2)c2ccccc2)cc1)c1ccccc1 returned AMA1 RON2 block 32%[activator] and HCMV antiviral -66*.
For Cc1cc(Cl)ccc1OCC(=O)OCC(=O)Nc1ccc(Cl)cn1 the results were AMA1 RON2 block -14% and HCMV antiviral inconclusive.
`CCOC(=O)[C@]12CCCC=C1N(Cc1ccc3c(c1)OCO3)C(=O)[C@H](CC(=O)NCc1ccc(C)o1)C2` gave AMA1 RON2 block -8% and HCMV antiviral 9.
O=C(Nc1ccc(F)c(Cl)c1)c1ccccc1NC(=O)C1CCCCC1C(=O)O (stereo not given) was read as AMA1 RON2 block 4% and HCMV antiviral 51.

In the list so far, these have a CF3 group:
COc1ccc(-n2nnnc2C(c2ccccc2OC(F)(F)F)N2CCC(n3c(=O)[nH]c4ccccc43)CC2)cc1 (stereo not given) was read as AMA1 RON2 block -1% and HCMV antiviral inconclusive.
Screening CCCS(=O)(=O)NC(=O)C1(C)CCCN(C(=O)c2ccccc2C(F)(F)F)C1 (stereo not given) returned AMA1 RON2 block -6% and HCMV antiviral 5.

Further records
Screening Cc1ccccc1OC1(C)CCN(Cc2ccc(-c3ccccn3)cc2)C1 (stereo not given) returned AMA1 RON2 block inconclusive and HCMV antiviral -1.
`O=C1OCCN1N1CCOC1=O` gave AMA1 RON2 block -5% and HCMV antiviral 14.
`CCCNC(=O)C1(C)CCCN(C(=O)c2cc3ccccc3s2)C1` (stereo not given) gave AMA1 RON2 block 9% and HCMV antiviral 0.
COc1ccc(C(C)=O)cc1CN1C(=O)C(C)ON=C1c1cccc(C(F)(F)F)c1 (stereo not given) was read as AMA1 RON2 block -1% and HCMV antiviral 28.
`CN(C)c1ccc(CNC(=O)C2(C)Cc3c(-c4cccc(C(N)=O)c4)ccnc3O2)cc1` (stereo not given) gave AMA1 RON2 block -17% and HCMV antiviral 66.
C(CCc1nn[nH]n1)CCC1CCCCC1 was read as AMA1 RON2 block 47%[activator] and HCMV antiviral -7.
Screening Cc1ccsc1C(=O)N1CCC1(C)C(=O)NS(=O)(=O)c1ccccc1 (stereo not given) returned AMA1 RON2 block -9% and HCMV antiviral 9.
Screening COc1ccc(S(=O)(=O)n2c(N)nc3ccccc32)cc1 returned AMA1 RON2 block 1% and HCMV antiviral -24.
Screening CCc1ccc(Cn2ncc3c(C(=O)O)cc(C)nc32)cc1 returned AMA1 RON2 block 3% and HCMV antiviral -13.
C=CCNc1nc(NCc2ccc(NC(C)=O)cc2)c2sc(-c3ccccc3)cc2n1 was read as AMA1 RON2 block -19% and HCMV antiviral 20.
`COc1cc(-c2cc(OC)c(O)c(OC)c2)cc(OC)c1O` gave AMA1 RON2 block -6% and HCMV antiviral 98.
CC1CC(C(=O)Nc2ccccc2)C(=O)O1 (stereo not given) was read as AMA1 RON2 block 0% and HCMV antiviral 3.
`CC12CC(=O)C3C(CCC4=CC(=O)CCC43C)C1CC=C2CC(=O)O` (stereo not given) gave AMA1 RON2 block -8% and HCMV antiviral -17.
For COc1cccc(C(N)c2nc(-c3cc(F)cc(F)c3)cs2)c1 (stereo not given) the results were AMA1 RON2 block 0% and HCMV antiviral -9.
Screening COc1ccccc1-c1cnc(C(O)c2ccc(F)cc2C)[nH]1 (stereo not given) returned AMA1 RON2 block 5% and HCMV antiviral 28.
`C[C@H]1Cn2cnc(C(=O)NCc3ccc(CNC(=O)OC(C)(C)C)cc3)c2C(=O)N1` gave AMA1 RON2 block 30%[activator] and HCMV antiviral -3.
`CCc1nc2c(OCc3ccccc3C(=O)OC)cccn2c1N(C)C(=O)Nc1ccccc1OC` gave AMA1 RON2 block -10% and HCMV antiviral 3.
For COc1ccccc1CNC(=O)c1cc(-c2cc(F)ccc2OC(C)C)n[nH]1 the results were AMA1 RON2 block -1% and HCMV antiviral -30.
Screening CC(C)c1ncc(CO)n1Cc1c(Cl)cccc1Cl returned AMA1 RON2 block -7% and HCMV antiviral -9.
CC(C)C[C@@H](CN1CCC[C@H]1CN1C(=O)C(=O)NC[C@@H]1Cc1ccccc1)N1C[C@H](Cc2ccc(O)cc2)N(CCc2ccccc2)C(=O)C1=O was read as AMA1 RON2 block -7% and HCMV antiviral -38.
Screening CC(C)C[C@H]1CNC(=O)C(=O)N1C[C@@H]1CCCN1C[C@H](CC(C)C)N1C[C@H](Cc2ccccc2)N(CCc2ccccc2)C(=O)C1=O returned AMA1 RON2 block 0% and HCMV antiviral -25.
Screening COc1ccc(C2C=C(C)Nc3ncnn32)cc1 (stereo not given) returned AMA1 RON2 block -1% and HCMV antiviral 27.
For CCCCCCCCN1C(=O)[C@H](CC(=O)NCc2ccc(C)o2)C[C@@]2(C(=O)OCC)CCC=C12 the results were AMA1 RON2 block -19% and HCMV antiviral -5.
Screening Cc1ccc(S(=O)(=O)NN=CC2(c3ccccc3)CC2)cc1 returned AMA1 RON2 block 6% and HCMV antiviral -26.
CC(C)C[C@H]1CNC(=S)N1CC1CCCN1C[C@H](CC(C)C)N1C[C@H](Cc2ccccc2)N(CC2CCCCCC2)C1=S (stereo not given in full) was read as AMA1 RON2 block -4% and HCMV antiviral -16.
For CC(C)Oc1cc(F)ccc1-c1cc(C(=O)NCCCn2ccnc2)[nH]n1 the results were AMA1 RON2 block 4% and HCMV antiviral -14.
`COc1ccc([C@H]2N[C@]3(CCCN(Cc4ccc(Br)cc4)C3=O)[C@H]3C(=O)N(C)C(=O)[C@@H]23)cc1` gave AMA1 RON2 block 4% and HCMV antiviral 5.
Cc1cccc(C)c1NC(=O)C(c1ccnc2ccccc12)n1c(=O)c(-c2ccccc2)nc2ccccc21 (stereo not given) was read as AMA1 RON2 block 0% and HCMV antiviral -32.
CCCc1nc2ccc(Br)cn2c1Cc1ccccc1OC was read as AMA1 RON2 block -3% and HCMV antiviral -35.
For COc1cccc(/C=C/C(=O)OCC(=O)Nc2nnc(-c3ccccc3)o2)c1OC the results were AMA1 RON2 block 19% and HCMV antiviral -2.
Screening COc1ccc(CCNC(=O)Nc2ccc3c(c2)c(=O)n(C)n3CC=C(C)C)cc1OC returned AMA1 RON2 block -10% and HCMV antiviral inconclusive.
`Cn1c(=O)cc(SCC(=O)N2CCN(C3CCCCC3)CC2)c2ccccc21` gave AMA1 RON2 block 4% and HCMV antiviral 130.

Source: PubChem BioAssay
